MC4R antagonist: MC4R antagonists of cAMP signaling, primary screen, cell-based, TR-FRET, antagonist arm of biased-ligand search. MC4R-expressing cells, MTII-stimulated cAMP, LANCE TR-FRET. inhibition, % at 6.5 µM. 360,000 tested, 0.48% active. AID 540295, 2011;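 active means inhibition above its plate's cutoff, the mean of tested wells on that plate plus 3 SD, cut at about 29% in these data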;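 further: 0% = Melanotan II alone and 100% = Melanotan II plus saturating MCL0020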
Target sequence (P32245 whole entry, looked up): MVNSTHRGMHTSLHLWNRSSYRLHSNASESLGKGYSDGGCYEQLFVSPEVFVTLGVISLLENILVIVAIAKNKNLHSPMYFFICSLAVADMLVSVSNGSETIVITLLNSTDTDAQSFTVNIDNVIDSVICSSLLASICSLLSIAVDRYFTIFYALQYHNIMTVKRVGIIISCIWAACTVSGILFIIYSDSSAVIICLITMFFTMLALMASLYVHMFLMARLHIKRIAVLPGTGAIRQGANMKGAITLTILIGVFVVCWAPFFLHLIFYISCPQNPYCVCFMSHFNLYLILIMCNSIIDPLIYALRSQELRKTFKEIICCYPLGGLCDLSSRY
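Assay system: U2OS cells stably expressing human melanocortin 4 receptor (MC4R) / Dosing: 6.5 µM / Timing: compound 30 min, challenge 1 h, detection 1 h / Measured by: Eu-cAMP/anti-cAMP TR-FRET, emission 671 nm / Replicates: singlicate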
Granule exo inh: LAMP-1 surface exposure blockers, TALL-104 cells – cell-based, flow cytometry, MLPCN library, primary screen; inhibition, % at 10 µM; AID 651702, 2012; 360,000 tested, 0.66% active; TALL-104 LAMP-1 surface exposure; cells stimulated with thapsigargin and PMA;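 active means inhibition above about 55%, limit read from the data; inconclusive means no clear call, values can overlap the other calls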
N-glyco inh: increase of ERlucT glycosylation luciferase signal, primary screen, N-linked glycosylation inhibitor project, D54 ERlucT cells, luminescence, set 2; reporter increase, % at 12.5 µM; D54 ERlucT glycosylation luciferase reporter, 24 h; percent of 100 nM tunicamycin response; AID 588692, 2011; 360,000 tested, 0.23% active;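 active means mean luciferase reporter signal, scaled so untreated is 0 and the glycosylation-blocking control 100, at or above a set limit in every replicate; inconclusive means mean reaches the limit but not every replicate does; inactive means mean below the limit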;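 further: luciferase carries N-glycosylation sites so blocking glycosylation raises the light; 0% = median of neutral control wells and 100% = median of 100 nM tunicamycin wells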
CaV13 FRET inh: Primary screen for inhibitors of IQ motif and Ca2+-dependent inactivation inhibitor domain binding in CACNA1D, Förster resonance energy transfer in living cells, …; 340,000 tested, 0.098% active; AID 743397; inhibition, % at 12.3 µM; HEK cells, CFP/YFP FRET ICDI-IQ, plate reader, 10 min; percent FRET-ratio fall versus neutral wells;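 active means mean replicate inhibition of at least 30% and at least 1% of replicates passing that level; inconclusive means only one of the two criteria is met; inactive means neither criterion is met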;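 further: 0% = median of the neutral control wells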
HTR2A ag: mouse Htr2a agonists via beta-arrestin recruitment, primary screen, cell-based, luminescence; 5-hydroxytryptamine receptor 2A (Mus musculus), P35363; 360,000 tested, 0.66% active; activation, % at 7.6 µM; AID 624169, 2012; CHO-K1 mHTR2A beta-arrestin complementation; percent of 30 µM serotonin response;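 active means activation above a run cutoff, the mean activation of all tested compounds plus 3 SD, cut at about 14% in these data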;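 further: 0% = plate median of compound wells and 100% = 30 µM serotonin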
Target sequence (P35363 whole entry, looked up): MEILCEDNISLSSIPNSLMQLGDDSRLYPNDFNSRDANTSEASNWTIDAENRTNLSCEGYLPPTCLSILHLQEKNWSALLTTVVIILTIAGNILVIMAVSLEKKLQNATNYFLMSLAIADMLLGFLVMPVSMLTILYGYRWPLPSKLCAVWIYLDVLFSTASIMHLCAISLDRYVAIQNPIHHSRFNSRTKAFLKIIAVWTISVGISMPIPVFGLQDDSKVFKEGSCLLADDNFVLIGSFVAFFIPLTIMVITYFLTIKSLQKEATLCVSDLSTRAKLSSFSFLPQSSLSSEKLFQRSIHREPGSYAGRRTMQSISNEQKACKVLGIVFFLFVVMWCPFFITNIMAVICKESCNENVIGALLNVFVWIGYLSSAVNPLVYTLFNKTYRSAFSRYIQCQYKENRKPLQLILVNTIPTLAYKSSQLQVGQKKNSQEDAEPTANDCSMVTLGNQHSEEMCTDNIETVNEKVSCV
MC4R ag barr: MC4R agonists recruiting beta-arrestin, primary screen, cell-based, luminescence, agonist arm of biased-ligand search; Melanocortin receptor 4 (Homo sapiens), P32245; U2OS MC4R beta-arrestin complementation; percent of melanotan II response, DMSO zero; activation, % at 8.9 µM; 360,000 tested, 0.98% active; AID 540308, 2011;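 active means activation above a per-plate cutoff, the mean activation of sample wells on that plate plus 3 SD, cut at about 8% in these data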
PDI turbidity: inhibitors of human PDI, primary screen, biochemical, turbidity, single point, plate reader; Protein disulfide-isomerase (Homo sapiens), P07237; PDI insulin aggregation turbidity, A650, 90 min; inhibition, % at 10 µM; 350,000 tested, 0.052% active;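 active means mean inhibition across replicates of 30% or more, whatever share of single replicates reach that level; inconclusive means mean inhibition below 30% while every single replicate reaches 30%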;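 further: absorbance from insulin aggregation driven by PDI reduction with DTT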
ABHD5 PLIN5 PPI: ABHD5-PLIN5 interaction inhibitors, primary screen, cell lysate, split luciferase complementation, luminescence; AID 602281, 2012; Split G. princeps luciferase complementation, 4 h; 360,000 tested, 0.78% active; Perilipin-5 (Homo sapiens) + 1-acylglycerol-3-phosphate O-acyltransferase ABHD5 (Homo …; inhibition, % at 4 µM;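 active means inhibition above the mean inhibition across every tested compound plus 3 SD, cut at about 22% in these data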;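 further: 0% = DMSO only wells and the 100% control is not disclosed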
Cardio protect: cardioprotection against H2O2-induced cell death, primary screen, uHTS, H9c2 cells, ATPLite luminescence. H9c2 cardiomyocytes, H2O2 injury protection, 2 h. protection from H2O2 cell death, % at 20 µM. 360,000 tested, 0.63% active. AID 588492, 2011;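 active means compounds giving at least 50% protection of heart cells from peroxide-induced death in the single-dose screen, raw or plate-pattern-corrected value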;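 further: 0% = DMSO wells with peroxide and 100% = DMSO wells without peroxide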
ABCB6 inh MLPCN: ABCB6 transporter inhibitors, primary screen, K562-ABCB6 cells, flow cytometry, MLPCN library | ATP-binding cassette sub-family B member 6 (Homo sapiens), Q9NP58 | 360,000 tested, 0.19% active | AID 602162, 2011 | K562-ABCB6 porphyrin accumulation, 1 h; hits give low values | fluorescence ratio to DMSO, % at 10 µM;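 active means fluorescence ratio to DMSO below 75%, the collection mean minus 3 SD; inconclusive means too few cells collected in the well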;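 further: signal is porphyrin accumulated inside mitochondria; 100% equals median channel fluorescence of DMSO control wells; lower ratio means ABCB6 inhibition with less porphyrin fluorescence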
Numbers without * were called inactive. Not a hit list; any-hit rate near 4.2%.

CCCCOc1cccc(OCC(=O)Nc2nc3ccccc3[nH]2)c1 was read as MC4R antagonist 33*, Granule exo inh 0, N-glyco inh 2, CaV13 FRET inh -5, HTR2A ag 2, MC4R ag barr 6.7, PDI turbidity 12, ABHD5 PLIN5 PPI -5, Cardio protect 1 and ABCB6 inh MLPCN 105.
`CCOC(=O)[C@@H]1[C@H]2COc3cc(OC)ccc3[C@H]2N2C(=O)N(c3ccc(C(F)(F)F)cc3)C(=O)[C@]12C` gave MC4R antagonist 4, Granule exo inh -8, N-glyco inh -5, CaV13 FRET inh -4, HTR2A ag 8, MC4R ag barr 1.3, PDI turbidity 4, ABHD5 PLIN5 PPI -7, Cardio protect -11 and ABCB6 inh MLPCN 95.
For Cc1ccc(-c2nnc(SCC(=O)N/N=C/c3ccccc3C(=O)O)n2C2CCCCC2)cc1 the results were MC4R antagonist 1, Granule exo inh -7, N-glyco inh 2, CaV13 FRET inh -15, HTR2A ag 1, MC4R ag barr -1.6, PDI turbidity 6, ABHD5 PLIN5 PPI -5, Cardio protect -4 and ABCB6 inh MLPCN 85.
Screening CCCCCCCCc1nc(SC(C)C(=O)O)n[nH]1 (stereo unspecified) returned MC4R antagonist 10, Granule exo inh -3, N-glyco inh 2, CaV13 FRET inh -3, HTR2A ag -1, MC4R ag barr -1.9, PDI turbidity -4, ABHD5 PLIN5 PPI -1, Cardio protect -2 and ABCB6 inh MLPCN 107.
`COc1ccc(NC(=O)Nc2ccc(Br)cn2)cc1` gave MC4R antagonist 2, Granule exo inh 1, N-glyco inh 1, CaV13 FRET inh 8, HTR2A ag -1, MC4R ag barr 7.6, PDI turbidity -1, ABHD5 PLIN5 PPI -1, Cardio protect -5 and ABCB6 inh MLPCN 100.
For CC(=O)NS(=O)(=O)c1ccc(NC(=O)COc2cccc3c2OC(C)(C)C3)cc1 the results were MC4R antagonist 3, Granule exo inh 8, N-glyco inh 2, CaV13 FRET inh -2, HTR2A ag 1, MC4R ag barr -0.7, PDI turbidity -4, ABHD5 PLIN5 PPI -8, Cardio protect -4 and ABCB6 inh MLPCN 102.
Cc1ccc(C)c(N2CCN(S(=O)(=O)c3ccc4c(c3)C(C)(C)C(=O)N4C)CC2)c1 was read as MC4R antagonist 9, Granule exo inh -3, N-glyco inh -3, CaV13 FRET inh -2, HTR2A ag -1, MC4R ag barr 0.4, ABHD5 PLIN5 PPI -6, Cardio protect -5 and ABCB6 inh MLPCN 101.
`c1ccc(CSc2nnc(NC3=NCCCCC3)s2)cc1` gave MC4R antagonist 4, Granule exo inh 1, N-glyco inh -1, CaV13 FRET inh -8, HTR2A ag -4, MC4R ag barr -1.3, PDI turbidity -2, ABHD5 PLIN5 PPI 1, Cardio protect -1 and ABCB6 inh MLPCN 93.
Screening Cc1csc(NC(=O)C(Cc2ccccc2)n2cccc2)n1 (stereo unspecified) returned MC4R antagonist 12, Granule exo inh 2, N-glyco inh -7, CaV13 FRET inh -6, HTR2A ag -1, MC4R ag barr 1.9, PDI turbidity 10, ABHD5 PLIN5 PPI -3, Cardio protect 3 and ABCB6 inh MLPCN 99.
Screening Cc1ccccc1OCCC(=O)Nc1ccc2c(C)cc(=O)oc2c1 returned MC4R antagonist 4, Granule exo inh -1, N-glyco inh 0, HTR2A ag -3, MC4R ag barr -4.9, PDI turbidity 21, ABHD5 PLIN5 PPI -1, Cardio protect -2 and ABCB6 inh MLPCN 95.
`CC1CCCC(NC(=O)CCS(=O)(=O)c2cc3c(cc2Cl)NC(=O)CO3)C1C` (stereo unspecified) gave MC4R antagonist 3, Granule exo inh -4, N-glyco inh -1, CaV13 FRET inh -6, HTR2A ag -10, MC4R ag barr -3.0, PDI turbidity -3, ABHD5 PLIN5 PPI -5, Cardio protect -2 and ABCB6 inh MLPCN 96.
`Cc1ccc(C)c(S(=O)(=O)N2CCN(C(=O)c3ccnn3C)CC2)c1` gave MC4R antagonist 6, Granule exo inh 0, N-glyco inh 2, HTR2A ag 3, MC4R ag barr -1.3, PDI turbidity 2, ABHD5 PLIN5 PPI 5, Cardio protect -2 and ABCB6 inh MLPCN 105.
Screening C=CCc1ccc(OCCOCCOc2cccc3ccc(C)nc23)c(OC)c1 returned MC4R antagonist 11, Granule exo inh -3, N-glyco inh 0, CaV13 FRET inh -6, HTR2A ag 4, MC4R ag barr -0.1, PDI turbidity -3, ABHD5 PLIN5 PPI 5, Cardio protect -7 and ABCB6 inh MLPCN 95.
`COc1ccc(Cc2nc3ccccc3[nH]2)cc1OC` gave MC4R antagonist -5, Granule exo inh 3, N-glyco inh 1, CaV13 FRET inh -4, HTR2A ag 9, MC4R ag barr 0.6, PDI turbidity 5, ABHD5 PLIN5 PPI 0, Cardio protect -7 and ABCB6 inh MLPCN 93.
`COc1ccc(-c2nnc3sc(COc4ccc(C)cc4)nn23)cc1` gave MC4R antagonist 29*, Granule exo inh 4, N-glyco inh 0, CaV13 FRET inh -5, HTR2A ag 6, MC4R ag barr 7.1, PDI turbidity -5, ABHD5 PLIN5 PPI -4, Cardio protect -14 and ABCB6 inh MLPCN 97.
Screening COC(=O)c1cn(C)c2ccc(S(=O)(=O)N(C)C3CCCCC3)cc2c1=O returned MC4R antagonist 12, Granule exo inh 5, N-glyco inh 3, CaV13 FRET inh -9, HTR2A ag -3, MC4R ag barr -0.3, PDI turbidity -4, ABHD5 PLIN5 PPI 4, Cardio protect 6 and ABCB6 inh MLPCN 100.
For CSc1nc(C(=O)N2CCCC(C(=O)c3ccc(Cl)cc3)C2)cs1 (stereo unspecified) the results were MC4R antagonist 11, Granule exo inh -3, N-glyco inh 0, CaV13 FRET inh -4, HTR2A ag -3, MC4R ag barr -2.0, PDI turbidity 6, ABHD5 PLIN5 PPI -3, Cardio protect -2 and ABCB6 inh MLPCN 98.
For CC(=O)c1cccc(NC(=O)CN2C(=O)COc3ccc(Cl)cc32)c1 the results were MC4R antagonist 12, Granule exo inh -1, N-glyco inh 3, CaV13 FRET inh -9, HTR2A ag 3, MC4R ag barr -0.5, PDI turbidity 7, ABHD5 PLIN5 PPI 2, Cardio protect 4 and ABCB6 inh MLPCN 96.
`O=C(CSC1=NCCS1)N1CCOCC1` gave MC4R antagonist 0, Granule exo inh 8, N-glyco inh 1, CaV13 FRET inh -5, HTR2A ag 1, MC4R ag barr 0.6, PDI turbidity -8, ABHD5 PLIN5 PPI -2, Cardio protect -1 and ABCB6 inh MLPCN 94.
For CC(C)CC(=O)Nc1ccc(N2CCN(C(=O)c3cccs3)CC2)cc1 the results were MC4R antagonist -4, Granule exo inh 1, N-glyco inh -6, CaV13 FRET inh -5, HTR2A ag 6, MC4R ag barr -0.9, PDI turbidity -1, ABHD5 PLIN5 PPI -1, Cardio protect 2 and ABCB6 inh MLPCN 93.

3 structures from above, ordered by molecular weight, ascending.
For CC(=O)c1cccc(NC(=O)CN2C(=O)COc3ccc(Cl)cc32)c1 the results were MC4R antagonist 12, Granule exo inh -1, N-glyco inh 3, CaV13 FRET inh -9, HTR2A ag 3, MC4R ag barr -0.5, PDI turbidity 7, ABHD5 PLIN5 PPI 2, Cardio protect 4 and ABCB6 inh MLPCN 96.
Cc1ccc(C)c(N2CCN(S(=O)(=O)c3ccc4c(c3)C(C)(C)C(=O)N4C)CC2)c1 was read as MC4R antagonist 9, Granule exo inh -3, N-glyco inh -3, CaV13 FRET inh -2, HTR2A ag -1, MC4R ag barr 0.4, ABHD5 PLIN5 PPI -6, Cardio protect -5 and ABCB6 inh MLPCN 101.
`CC1CCCC(NC(=O)CCS(=O)(=O)c2cc3c(cc2Cl)NC(=O)CO3)C1C` (stereo unspecified) gave MC4R antagonist 3, Granule exo inh -4, N-glyco inh -1, CaV13 FRET inh -6, HTR2A ag -10, MC4R ag barr -3.0, PDI turbidity -3, ABHD5 PLIN5 PPI -5, Cardio protect -2 and ABCB6 inh MLPCN 96.

More results follow.
CC1(Oc2cccc(Cl)c2)CCN(Cc2ccc(OC(F)(F)F)cc2)C1 (stereo unspecified) was read as MC4R antagonist -3, Granule exo inh -9, N-glyco inh -1, CaV13 FRET inh -3, HTR2A ag 3, MC4R ag barr 7.0, PDI turbidity -66, ABHD5 PLIN5 PPI 7, Cardio protect -16 and ABCB6 inh MLPCN 100.
Cc1ccccc1Oc1ccc2c(c1)[C@@H]1C[C@H](N(C)C(=O)NC3CCCCC3)[C@H]([C@H](C)O)C(=O)N1CC2 was read as MC4R antagonist -3, Granule exo inh -4, N-glyco inh 2, CaV13 FRET inh -6, HTR2A ag -4, MC4R ag barr -2.6, PDI turbidity 14, ABHD5 PLIN5 PPI -6, Cardio protect -1 and ABCB6 inh MLPCN 97.
`O=C(CSc1ccc(Cl)cc1)N1CCCC1` gave MC4R antagonist 9, Granule exo inh -5, N-glyco inh 0, CaV13 FRET inh 12, HTR2A ag 6, MC4R ag barr -0.8, PDI turbidity -5, ABHD5 PLIN5 PPI -8, Cardio protect 1 and ABCB6 inh MLPCN 109.
For CCOC(=O)CSCC(=O)Nc1c(C(=O)C2CC2)oc2ccccc12 the results were MC4R antagonist 4, Granule exo inh -2, N-glyco inh 2, CaV13 FRET inh -3, HTR2A ag 3, MC4R ag barr 0.1, PDI turbidity 5, ABHD5 PLIN5 PPI 11, Cardio protect -2 and ABCB6 inh MLPCN 97.
Screening COc1ccc(CNC(=O)C2CSC(=O)C2)cc1 (stereo unspecified) returned MC4R antagonist -2, Granule exo inh -2, N-glyco inh 5, HTR2A ag -1, MC4R ag barr -2.8, PDI turbidity 14, ABHD5 PLIN5 PPI -7, Cardio protect 1 and ABCB6 inh MLPCN 99.
CCOc1ccc(/C=N/n2c(SC)nnc2-c2ccccc2)cc1OCC was read as MC4R antagonist 0, Granule exo inh 7, N-glyco inh 1, CaV13 FRET inh -7, HTR2A ag 4, MC4R ag barr -1.8, PDI turbidity inconclusive, ABHD5 PLIN5 PPI 0, Cardio protect 7 and ABCB6 inh MLPCN 98.

Source: PubChem (several laboratories)
